esBAF inh: SWI/SNF esBAF complex inhibition; mouse ES cells, Bmi1-luciferase knock-in reporter, 24 h; 100% = twice the neutral-well signal; reporter increase, % at 12.5 µM; 2% of 350,000 active; in the data active = activation above about 40%;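 note: 0% = median of the plate's neutral control wells and 100% = double that signal; a rise in the Bmi1 reporter signal indicates esBAF inhibition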
CASP6 VEID inh: inhibitors of human caspase-6; 0.53% of 350,000 active; purified caspase-6, Z-VEID-R110 cleavage fluorescence; AID 686996; inhibition, % at 12.5 µM;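 active = mean inhibition across replicates at least about 35%, with every replicate also reaching that limit, limit read from the data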;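 note: 0% = median of neutral control wells and 100% = no fluorescence left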
Target sequence (P55212 24-179 limits assumed): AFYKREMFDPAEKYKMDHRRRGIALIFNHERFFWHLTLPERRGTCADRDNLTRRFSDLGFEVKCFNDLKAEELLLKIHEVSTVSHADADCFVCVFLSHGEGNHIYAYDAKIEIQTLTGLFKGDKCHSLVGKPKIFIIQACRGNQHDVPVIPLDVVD
Target sequence (P55212 194-293 limits assumed): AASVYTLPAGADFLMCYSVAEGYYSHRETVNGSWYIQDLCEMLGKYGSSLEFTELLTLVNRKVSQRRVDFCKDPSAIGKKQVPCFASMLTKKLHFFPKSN
E-sel inducer: induces E-selectin expression in human endothelial cells; HUVEC E-selectin immunofluorescence imaging; normalized: neutral wells 0, TNF-alpha wells 100; 0.37% of 260,000 active; AID 686992; activation, % at 7.58 µM; P16581;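 active = mean E-selectin-positive cell signal at least 10% of the positive control, reached in at least 60% of replicates, without over 20% cell loss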;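 note: in these data hits start at about 27%; measured in HUVEC primary endothelial cells; signal is the percent of cells scored E-selectin positive by PE staining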
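Test system: HUVEC | Signal: Immunofluorescence imaging | Read-out: Percent E-selectin-positive cells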
ARNT TACC3 PPI: disrupts binding between human ARNT and TACC3 | AlphaScreen His-ARNT PAS-B/GST-TACC3 binding, luminescence; TACC3 fragment carries E629A point mutation | 0.66% of 390,000 active | inhibition, % at 9.99 µM | Q9Y6A5;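 active = mean inhibition of replicates at least 50% and at least half of replicates each reaching 50%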;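 note: 0% = complete ARNT plus TACC3 wells and 100% = ARNT alone without TACC3; many hits fall short of the cut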
RAD54 branch: inhibitors of human RAD54 branch migration | RAD54 Holliday junction branch migration, FAM/BHQ fluorescence | inhibition, % at 10.4 µM | Q92698 | AID 602329 | 0.14% of 360,000 active;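 active = mean normalized replicate activity at least 40 and at least half of replicates scoring 40 or more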;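 note: 0% = median of neutral control wells and 100% = median of positive control wells; inhibitors cause a drop in the FAM fluorescence signal; in these data hits start at about 50%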
Target sequence (Q92698 whole entry, looked up): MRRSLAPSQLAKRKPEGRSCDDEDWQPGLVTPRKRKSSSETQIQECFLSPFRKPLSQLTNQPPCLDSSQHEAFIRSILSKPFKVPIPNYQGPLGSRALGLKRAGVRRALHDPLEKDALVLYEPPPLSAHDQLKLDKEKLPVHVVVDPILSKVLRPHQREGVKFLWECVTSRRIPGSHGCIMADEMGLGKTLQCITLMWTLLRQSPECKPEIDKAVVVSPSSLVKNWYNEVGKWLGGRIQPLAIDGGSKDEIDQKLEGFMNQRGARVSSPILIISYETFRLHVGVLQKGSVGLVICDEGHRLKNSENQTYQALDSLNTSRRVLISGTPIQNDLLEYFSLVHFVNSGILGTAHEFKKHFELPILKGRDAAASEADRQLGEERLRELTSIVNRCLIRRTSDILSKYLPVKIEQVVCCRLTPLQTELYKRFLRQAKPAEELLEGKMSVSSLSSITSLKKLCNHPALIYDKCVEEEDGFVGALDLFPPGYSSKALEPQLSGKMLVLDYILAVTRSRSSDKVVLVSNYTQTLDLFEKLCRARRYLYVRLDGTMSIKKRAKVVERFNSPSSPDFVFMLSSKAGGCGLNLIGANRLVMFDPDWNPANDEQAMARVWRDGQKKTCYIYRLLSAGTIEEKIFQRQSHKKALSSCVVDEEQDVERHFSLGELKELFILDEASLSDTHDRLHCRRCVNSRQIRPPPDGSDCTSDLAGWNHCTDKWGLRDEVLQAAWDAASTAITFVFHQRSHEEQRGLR
ERp5 inh: ERp5 (human) disulfide isomerase inhibition; ERp5 insulin aggregation, absorbance 650 nm, 90 min; inhibition, % at 9.99 µM; 0.05% of 350,000 active;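 active = mean replicate inhibition above about 25%, with every replicate also reaching it, limit read from the data, passing the limit was not always enough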
PglD DTNB: PglD (C. jejuni) enzyme inhibition | purified PglD enzyme, DTNB colorimetric CoA detection | inhibition, % at 12.5 µM | 0.098% of 360,000 active | AID 602405; in the data active = inhibition above about 16%, passing the limit was not always enough; note: strong numbers were not always called active
RAD52 anneal inh: RAD52 (human) annealing inhibition | recombinant RAD52 DNA annealing, FRET fluorescence | inhibition, % at 18.7 µM | 0.46% of 360,000 active | AID 651710;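 active = every replicate showing at least 50% inhibition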
Numbers without * were called inactive; . = no result given; & = joins results of further samples.

Preview:
SMILES | esBAF inh | CASP6 VEID inh | E-sel inducer | ARNT TACC3 PPI | RAD54 branch | ERp5 inh | PglD DTNB | RAD52 anneal inh
O=C(C[C@@H]1CC[C@H]2[C@@H](COC[C@@H](O)CN2Cc2cc(F)ccc2F)O1)NCc1ccc(F)cc1 | -4 | 0 | 0.0 | 14 | -9 | 0 | 0 | 8
O=P1(Nn2cnnc2)C=C(c2ccccc2)OC(c2ccccc2)=C1 | -3 | . | . | -6 | 0 | . | -6 | .
Cc1ccc(S(=O)(=O)N[C@@H]2CC[C@H](CCn3cc(C4CCCC4)nn3)O[C@@H]2CO)cc1 | . | 3 | -0.2 | . | . | -1 | . | 8

The listing, from the first entry:
SMILES | esBAF inh | CASP6 VEID inh | E-sel inducer | ARNT TACC3 PPI | RAD54 branch | ERp5 inh | PglD DTNB | RAD52 anneal inh
O=C(C[C@@H]1CC[C@H]2[C@@H](COC[C@@H](O)CN2Cc2cc(F)ccc2F)O1)NCc1ccc(F)cc1 | -4 | 0 | 0.0 | 14 | -9 | 0 | 0 | 8
O=P1(Nn2cnnc2)C=C(c2ccccc2)OC(c2ccccc2)=C1 | -3 | . | . | -6 | 0 | . | -6 | .
Cc1ccc(S(=O)(=O)N[C@@H]2CC[C@H](CCn3cc(C4CCCC4)nn3)O[C@@H]2CO)cc1 | . | 3 | -0.2 | . | . | -1 | . | 8
CC(=O)Nc1ccc(S(=O)(=O)N2CCc3c(Cl)cccc3C2)cc1 | 2 | 0 | 0.2 | . | 1 | -1 | 7 | -2
CN1CCN(C(=O)C[C@@H]2C[C@@H]3c4cc(NC(=O)NC5CCCC5)ccc4O[C@@H]3[C@@H](CO)O2)CC1 | 0 | 1 | -0.2 | -3 | -9 | -5 | 1 | 12
CN1c2ccc(-c3ccc(C#N)cc3)cc2[C@@H]2[C@@H](CCN2C(=O)NC2CCCCC2)[C@@H]1CO | . | 4 | 0.6 | . | . | -8 | . | 12
CC1CN(S(=O)(=O)c2cccc(C(=O)OCC(=O)NCc3ccccc3)c2)CC(C)O1 (centres undefined) | 0 | 4 | . | -4 | -6 | -1 | 1 | -15
C[C@@H]1CN([C@H](C)CO)C(=O)c2cccc(NC(=O)c3ccncc3)c2O[C@@H]1CN(C)S(=O)(=O)c1ccccc1 | 7 | -4 | -8.2 | 1 | 7 | -1 | -1 | -4
C[C@@H](NC(=O)C[C@H]1CC[C@H](NC(=O)Cc2ccccn2)[C@H](CO)O1)c1ccccc1 | 3 | -3 | 0.0 | -11 | 1 | 8 | 2 | 4
NC(=S)N/N=C/c1ccc(-c2ccccc2)o1 | . | 1 | . | 8 | . | -1 | . | -7
Cc1cccc(OCC(=O)NCC(=O)N/N=C/c2ccccc2)c1 | -5 | -3 | . | -11 | 0 | 0 | 1 | -12
COc1ccc(-c2ccc3c(c2)[C@H]2[C@H](CCN2S(=O)(=O)c2ccc(OC)cc2)[C@H](CO)N3)cc1 | 3 | . | 1.6 | 0 | -1 | . | 3 | .
O=C(C[C@@H]1CC[C@@H]2[C@H](COC[C@@H](O)CN2Cc2ccc(F)cc2)O1)NCCc1ccccc1 | 3 | -2 | 0.0 | 6 | 0 | -1 | -3 | 3
Cc1cc(S(=O)(=O)N2CCCC2)ccc1OCC(=O)N1CCCCC1 | 2 | -2 | 0.5 | -11 | 2 | 4 | -2 | -7
CCC(CO)NC(=O)c1cccc(S(=O)(=O)N2c3ccccc3CC2C)c1 (centres undefined) | 1 | . | . | 12 | -3 | . | -6 | .
C[C@H]1CN([C@@H](C)CO)C(=O)Cc2cc(NS(=O)(=O)c3cccs3)ccc2O[C@@H]1CN(C)S(=O)(=O)c1cn(C)cn1 | 1 | -2 | -0.2 | . | -3 | 2 | 2 | 21
COc1cccc(CNC(=O)CCNS(=O)(=O)c2cccc3nonc23)c1 | -7 | -4 | . | 2 | 0 | 0 | 8 | -3
O=c1ncn(-c2cccc(Cl)c2)c2ccccc12 | . | 1 | 5.8 | -5 | . | -1 | . | -18
COc1ccc(C(C#N)=C2C=CC(=NO)C(C)=C2Cl)cc1 | . | -2 | -1.1 | -7 | . | -2 | . | -7
C[C@H](CO)N1C[C@H](C)[C@@H](CN(C)Cc2ccc(C(=O)Nc3ccccc3N)cc2)Oc2c(NC(=O)Nc3ccc(F)cc3)cccc2C1=O | . | -1 | -2.3 | . | . | 8 | . | 25
C/C(=N/NC(=O)c1ccc2c(c1)OCO2)c1cccc(NC(=O)C(C)(C)C)c1 | 35 | . | . | 3 | -6 | . | 3 | .
CO[C@@H]1CN(C)C(=O)c2ccc(NC(=O)Nc3ccccc3Cl)cc2OC[C@@H](C)N(C)C[C@H]1C | 5 | . | 0.1 | 0 | 1 | 1 | 0 | 14
Cc1ccc(-c2nn(-c3ccccc3)cc2C(=O)NCCCN2CCOCC2)cc1 | . | -2 | . | -1 | -3 | 0 | 3 | -1
COc1cc(NC(=O)NCC2CCN(Cc3ccc(C)cc3)CC2)cc(OC)c1OC | -5 | -4 | . | 4 | -5 | -3 | -3 | -7
CCCn1nc(C(=O)OCC(=O)Nc2ccc(C)cc2)c2ccccc2c1=O | -10 | -1 | 0.1 | -7 | -4 | -6 | 6 | 8

Following part.
SMILES | esBAF inh | CASP6 VEID inh | E-sel inducer | ARNT TACC3 PPI | RAD54 branch | ERp5 inh | PglD DTNB | RAD52 anneal inh
[O-][n+]1nc2ccccc2c2ccccc21 | -6 | 0 | 0.0 | 8 | 0 | 9 | -1 | 3
CC1(c2ccc(Cl)cc2)NC(=O)N(CC(=O)NCCC2=CCCCC2)C1=O (centres undefined) | 6 | 1 | 0.5 | -1 | -4 | -16 | 6 | -22
C[C@@H]1CN([C@@H](C)CO)C(=O)Cc2cc(NS(=O)(=O)c3ccc(F)cc3)ccc2O[C@H]1CN(C)Cc1ccc(C(=O)O)cc1 | . | -3 | 0.1 | . | . | 9 | . | 5
O=C(NC1CCCCC1)[C@@H]1[C@@H](CO)[C@@H]2Cn3c(cccc3=O)[C@@H]2N1CC1CCOCC1 | -5 | 0 | 0.4 | 7 | 6 | 3 | -3 | 4
Fc1cc(Br)ccc1Nc1nc2ccccc2n2nnnc12 | 22 | -1 | 1.1 | -7 | -4 | -3 | . | -13
COc1ccc(CN(C)C[C@@H]2Oc3c(NC(=O)c4cnccn4)cccc3C(=O)N([C@H](C)CO)C[C@H]2C)cc1 | 0 | 1 | -2.9 | 0 | -7 | 6 | 1 | -21
CCOC(=O)n1c(SCC(=O)N(CC)CC)nc2ccccc21 | 2 | . | . | 1 | 8 | . | 11 | .
N#C[C@H]1[C@H](c2ccc(C#CCC3CCCC3)cc2)[C@@H](CO)N1C(=O)CN1CCOCC1 | 19 | 0 | -0.6 | -12 | 7 | -2 | 0 | -13
CCC(=O)N1c2ccc(S(=O)(=O)N3CCOCC3)cc2CC1C (centres undefined) | . | -3 | -0.4 | -6 | . | 1 | . | -3
COc1ccc(C(CNC(=O)c2cccc(NS(=O)(=O)c3ccc(C)c(F)c3)c2)N(C)C)cc1 (centres undefined) | 2 | -105 | . | 1 | -8 | -8 | 0 | 3
O=C(CNC(=S)N(Cc1ccccc1)Cc1ccccc1F)NCCc1ccc(Cl)cc1 | -5 | -1 | -0.1 | -7 | -2 | 19 | -1 | -16
Nc1ccccc1SC1CC(=O)N(Cc2ccccc2)C1=O (centres undefined) | . | 1 | 2.6 | -2 | . | 2 | . | -7
CC(=O)N1C[C@H]2CON(C)[C@H]2C[C@H]1c1cccc(-c2cc(Cl)cc(Cl)c2)c1 | 5 | -1 | -0.6 | . | -4 | 1 | 5 | -14
Cc1ccc(S(=O)(=O)Nc2ccc3c(c2)C(=O)N([C@@H](C)CO)C[C@@H](C)[C@@H](CN(C)C(=O)Nc2ccc(F)cc2)OCCCC[C@@H](C)O3)cc1 | 0 | -2 | . | 5 | 8 | 3 | -4 | -37
Cc1ccc(-c2ccccc2[C@H]2[C@@H](C#N)N(C(=O)Cc3cccnc3)[C@@H]2CO)cc1 | . | 2 | -0.1 | . | . | 4 | . | -12
CCCN1C[C@@H](C)[C@@H](OC)CN(C)C(=O)c2cc(NC(=O)c3ccccc3)ccc2OC[C@@H]1C | 4 | -1 | 0.0 | . | 2 | -1 | 4 | 7
COc1ccc(C#Cc2ccc([C@H]3[C@@H](CO)N4CCCCN(S(=O)(=O)c5cn(C)cn5)C[C@H]34)cc2)cc1 | -1 | 0 | -0.6 | 5 | 7 | 0 | 2 | 0
COc1cccc(NC(=O)CNc2cc(S(=O)(=O)N3CCOCC3)ccc2N2CCCC2)c1 | 7 | 4 | 1.0 | . | 6 | -2 | 0 | -9
CCCC(=O)Nc1ccc2c(c1)OC[C@H](C)N(CCC(F)(F)F)C[C@H](C)[C@H](OC)CN(C)C2=O | -5 | 1 | 0.1 | 0 | -3 | -1 | -1 | 4
Cc1noc(C)c1NC(=O)N(C)C[C@H]1OCCCC[C@H](C)Oc2ccc(NC(=O)C3CCCCC3)cc2C(=O)N([C@H](C)CO)C[C@H]1C | 6 | -1 | -0.3 | -3 | -2 | -7 | 0 | -8
O=C(/C=C/c1cccnc1)c1ccccc1O | -5 | -3 | 0.1 | -17 | -7 | 0 | -3 | -9
Cc1ccccc1OS(=O)(=O)c1cccc([N+](=O)[O-])c1 | . | 7 | 0.1 | . | 1 | -7 | 0 | -2
CCc1ccc2c(COC(=O)c3n[nH]c4ccccc34)cc(=O)oc2c1 | 77* | . | . | -5 | -7 | . | 3 | .
CCc1ccccc1NC(=S)NN | . | -3 | 5.6 | . | . | 3 | . | -17
O=C(O)CCN1C(=O)/C(=C\c2cccc(OCc3ccccc3)c2)SC1=S | 5 | 1 | -0.2 | 5 | 1 | 1 | -1 | -2

Complete entries as entered above.
Shown for O=C(NC1CCCCC1)[C@@H]1[C@@H](CO)[C@@H]2Cn3c(cccc3=O)[C@@H]2N1CC1CCOCC1 : esBAF inh: -5; CASP6 VEID inh: 0; E-sel inducer: 0.4; ARNT TACC3 PPI: 7; RAD54 branch: 6; ERp5 inh: 3; PglD DTNB: -3; RAD52 anneal inh: 4
Shown for CCCC(=O)Nc1ccc2c(c1)OC[C@H](C)N(CCC(F)(F)F)C[C@H](C)[C@H](OC)CN(C)C2=O : esBAF inh: -5; CASP6 VEID inh: 1; E-sel inducer: 0.1; ARNT TACC3 PPI: 0; RAD54 branch: -3; ERp5 inh: -1; PglD DTNB: -1; RAD52 anneal inh: 4

(next part)
SMILES | esBAF inh | CASP6 VEID inh | E-sel inducer | ARNT TACC3 PPI | RAD54 branch | ERp5 inh | PglD DTNB | RAD52 anneal inh
Cc1cc(=O)n2c(n1)SCOC2 | . | 0 | . | -12 | 3 | 25 | 1 | -15
N/C(=N\OC(=O)c1ccc(F)cc1)c1ccccc1 | 34 | . | . | 8 | -11 | . | -5 | .
COc1ccccc1-c1ccc2c(c1)O[C@@H](CN(C)C(=O)c1ccncc1)[C@H](C)CN([C@@H](C)CO)S2(=O)=O | -4&-1&1 | 0&-6&-1 | -0.1&-0.2 | -4&24 | 1&11&-10 | 0&-1&-5 | -2&3&-3 | -5&7&1
CCc1ccc(NC(=O)CN2C(=O)COc3ccc(S(=O)(=O)N4CCCC4)cc32)cc1 | 7 | 5 | . | -5 | 1 | 5 | -2 | -1
Cc1cc(OC(C)C(=O)NC(Cc2c[nH]c3ccc(O)cc23)C(=O)O)c2c(C)c(C)c(=O)oc2c1 (centres undefined) | -4 | 3 | . | 11 | 1 | 1 | -2 | -12
CCC(=O)Nc1ccc2c(c1)C(=O)N(C)[C@@H]1CC[C@@H](CC(=O)N3CCCCC3)O[C@@H]1CO2 | -3 | -3 | 0.0 | -5 | -4 | 13 | 0 | 2

Screening results as filed in PubChem.

Not a hit list. Share with any hit: about 3.2%.
